Bioassay records as filed in PubChem.
TGFb SMAD3 inh – qHTS for Inhibitors of TGF-b; HepG2 CAGA-GFP TGF-b/SMAD3 reporter, GFP fluorescence, 18 h; TGF-beta stimulated, 500 pg/mL final; hit rate 1.2% among 410,000; Potency, µM (doses to about 46.1 µM), without a hit: at the highest dose activity, negative = inhibition, most hits filed as inhibitors; also: potency is read from the fitted curve at half-maximal effect; % is scaled to controls: 0 for no effect and ±100 for the full control effect; nearly all actives have a fitted effect of over 65% in size
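Per well, imaged GFP fluorescence of HEPG2 CAGA-GFP cells gives the signal; cells get compound, then TGF-beta (500 pg/mL final), 18 h at 37 degrees C; %Activity versus -TGF-beta and +DMSO controls.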
A549 tox – Nrf2 qHTS screen for inhibitors: counterscreen for cytotoxicity; A549 ARE-Fluc cells, CellTiter-Fluor viability, 18-24 h; Potency, µM (series often up to 46 µM), without a hit: at the highest dose activity change, negative = cytotoxicity, hits mostly inhibitors; hit rate 0.16% among 390,000; AID 504648, 2011; also: potency is read from the fitted curve at half-maximal effect; % is scaled to controls: 0 for no effect and ±100 for the full control effect
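Cytotoxicity counterscreen: CellTiter-Fluor fluorescence was measured in A549 ARE_Fluc cells after 18-24 h of compound exposure in a concentration series. The subsequent BugLite luminescent read reports ARE-luciferase activity.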
EPAC2 antag – qHTS for Antagonist of cAMP-regulated guanine nucleotide exchange factor 2 (EPAC2): primary screen. Rap guanine nucleotide exchange factor 4 (Homo sapiens), Q8WZA2. Potency, µM (highest dose often 114 µM), for inactives: at the highest dose activity, negative = inhibition, most hits filed as inhibitors. EPAC2 GEF exchange of Rap1B-BODIPY-GDP, fluorescence. hit rate 0.18% among 360,000; also: potency is read from the fitted curve at half-maximal effect; % is scaled to controls: 0 for no effect and ±100 for the full control effect; nearly all actives have a fitted effect of over 45% in size; many of its hits are not listed in these tables
Target sequence (Q8WZA2 whole entry, looked up): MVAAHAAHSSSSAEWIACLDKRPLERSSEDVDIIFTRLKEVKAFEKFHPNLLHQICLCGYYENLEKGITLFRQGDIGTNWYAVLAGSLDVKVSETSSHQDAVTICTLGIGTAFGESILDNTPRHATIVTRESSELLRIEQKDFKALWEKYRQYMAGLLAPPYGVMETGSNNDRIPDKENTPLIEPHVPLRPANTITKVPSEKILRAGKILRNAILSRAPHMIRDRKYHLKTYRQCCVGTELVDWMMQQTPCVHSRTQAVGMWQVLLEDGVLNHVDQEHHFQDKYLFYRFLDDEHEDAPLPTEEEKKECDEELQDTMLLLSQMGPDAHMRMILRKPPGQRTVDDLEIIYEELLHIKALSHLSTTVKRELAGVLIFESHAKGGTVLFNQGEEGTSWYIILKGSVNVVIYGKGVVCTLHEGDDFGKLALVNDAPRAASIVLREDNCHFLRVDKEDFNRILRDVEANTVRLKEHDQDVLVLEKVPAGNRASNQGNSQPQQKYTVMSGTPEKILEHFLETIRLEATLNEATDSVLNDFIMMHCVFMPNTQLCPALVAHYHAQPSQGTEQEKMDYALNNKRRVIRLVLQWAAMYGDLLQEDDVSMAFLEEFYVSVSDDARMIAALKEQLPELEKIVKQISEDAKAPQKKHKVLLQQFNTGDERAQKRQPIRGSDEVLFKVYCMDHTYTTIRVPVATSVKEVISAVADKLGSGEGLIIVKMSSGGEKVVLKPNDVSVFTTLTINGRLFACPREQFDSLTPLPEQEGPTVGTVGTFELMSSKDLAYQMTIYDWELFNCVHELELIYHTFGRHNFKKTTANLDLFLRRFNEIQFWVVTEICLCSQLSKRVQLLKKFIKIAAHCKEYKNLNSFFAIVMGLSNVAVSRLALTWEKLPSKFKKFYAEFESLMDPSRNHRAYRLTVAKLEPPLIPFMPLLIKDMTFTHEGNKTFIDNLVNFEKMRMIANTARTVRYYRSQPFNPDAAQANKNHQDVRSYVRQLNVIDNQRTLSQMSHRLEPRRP
Nrf2 activator – qHTS of Nrf2 Activators | AREc32 ARE-luciferase reporter (MCF7-derived line), luminescence, 24 h | Potency, µM (doses to about 46.1 µM), for inactives: at the highest dose activation, usual class: activators | hit rate 0.31% among 410,000 | AID 624171, 2012; also: potency is read from the fitted curve at half-maximal effect; % of control where 0% means no effect; nearly all actives have a fitted effect of over 65% in size
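Luciferase luminescence (Steady-Glo, 30 min at room temperature) served as the read-out of ARE activation in AREc32 cells treated with compounds for 24 hr at 37 deg C.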
EPAC2 ag – qHTS for Agonist of cAMP-regulated guanine nucleotide exchange factor 4 (EPAC2): primary screen; hit rate 0.079% among 360,000; EPAC2 activation, biochemical qHTS; response scale: 100% = 6.5 mM cAMP response; Rap guanine nucleotide exchange factor 4 (Homo sapiens), Q8WZA2; Potency, µM (titrated, usually from 154 µM), inactives show top-dose activation, hits mostly activators; also: potency is read from the fitted curve at half-maximal effect; nearly all actives have a fitted effect of over 50% in size
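Nucleotide exchange monitored as fluorescence drop when BODIPY-GDP leaves Rap1B. Reaction: 100 nM EPAC2, 250 nM RAP1B-BODIPY-GDP, 50 uM GDP, room temperature, kinetic read over 30 min. Activity expressed relative to 6.5 mM cAMP.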
MmCpn inh – Inhibitors of TCP-1 ring complex (TRiC) of Methanococcus maripaludis (MmCpn): qHTS; Chaperonin Mm-Cpn (Methanococcus maripaludis); purified Mm-Cpn ATPase, ADP Transcreener TR-FRET; Potency, µM (top dose mostly 76.9 µM), without a hit: at the highest dose activity, negative = inhibition, most hits filed as inhibitors; hit rate 0.031% among 330,000; AID 504842, 2011; also: potency is read from the fitted curve at half-maximal effect; % is scaled to controls: 0 for no effect and ±100 for the full control effect; nearly all actives have a fitted effect of over 80% in size
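TR-FRET (320 nm excitation; 590 and 665 nm emission) reports ADP made from 10 uM ATP by 25 nM enzyme; compounds were preincubated 10 min, reaction run 30 min, both at 37°C.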
Nrf2 inh – Nrf2 qHTS screen for inhibitors | A549 ARE-Fluc reporter, luciferase luminescence, 18-24 h | Potency, µM (top dose mostly 46 µM), for the others: at the highest dose activity change, negative = inhibition, usual class: inhibitors | hit rate 2.1% among 360,000; also: potency is read from the fitted curve at half-maximal effect; % is scaled to controls: 0 for no effect and ±100 for the full control effect; nearly all actives have a fitted effect of over 60% in size
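A549 ARE_Fluc cells, 5000/well, 5% FBS OPTI-MEM; compounds in dose-response, 18-24 h at 37 °C/5% CO2; CellTiter-Fluor viability read (Ex 405/Em 525), then BugLite luciferase luminescence = Nrf2 activity.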
CCT chaperon mod – High-Throughput Screening for Modulators of Cytosolic Chaperonin Activity. AID 651819, 2012. hit rate 0.3% among 360,000. activity change, % (concentration not given with the values), hits read low. purified chaperonin ATPase assay, HTRF ADP detection, 30 min; in the data active = activity change below about -30%; also: % is scaled to controls: 0 for no effect and ±100 for the full control effect
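TRiC at 40 or 20 nM final (batch-dependent) in 30 mM Tris pH 7.4, 100 mM KCl, 5 mM MgCl2, 1 mM DTT, with compound at single 76 uM and 10 uM ATP, 30 min at 37 deg C. ADP detected by HTRF Transcreener, 665/615 ratio.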
Akt phos inh – HTS Assay for Inhibitors of Akt Phophorylation: Primary Screen; Neuro2A IGF-stimulated pAkt S473 HTRF, 20 min; hits give low values; hit rate 0.32% among 360,000; activity change, % for hits at 50 µM; in the data active = activity change below about -80%; inconclusive = mostly about -51% to -80%; also: % is scaled to controls: 0 for no effect and ±100 for the full control effect
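Single-point screen (50 µM final compound) in Neuro2A cells stimulated 20 min with 6 nM IGF at 37 deg C. After lysis, Ser473-phosphorylated Akt read by HTRF (ex 330 nm, em 615/665 nm) as the 665/615 ratio.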
Numbers without * were called inactive; i = inactive; ? = inconclusive; · = not tested or not shown; [ ] = remark or other dose. Unless noted, calls follow the shape of the dose curve; as a rule, active = well fitted curve in the direction sought with a large enough effect; inconclusive = small, poorly fitted or top-dose-only effect, or another doubt; inactive = no such curve, though single readings can be large; an effect the other way counts as inactive or inconclusive.

cpd	smiles	EPAC2 antag	CCT chaperon mod	TGFb SMAD3 inh	MmCpn inh	A549 tox	Nrf2 inh	EPAC2 ag	Akt phos inh	Nrf2 activator
1	Cc1cc(C)n2nc(S(=O)(=O)N(C)Cc3ccccc3)nc2n1	4%	1.4	-19%	3%	-5%	8%	3%	i	-0.4%
2	O=C(NCCOCCn1c(=O)oc2ccccc21)Nc1ccc(F)cc1F	·	·	?	·	0%	-29%	·	·	-0.1%
3	CSc1ccc(S(=O)(=O)NC2CCCCC2)cc1	-12%	-2.4	2%	0%	0%	7%	15%	i	0.2%
4	COc1ccc(N2C(=O)c3ccccc3NC23C(=O)N(C)c2ccccc23)cc1 (centres undefined)	1%	-1.1	2%	0%	-4%	0%	10%	i	0.8%
5	Cc1ccc(S(=O)(=O)N2CCCC2C(=O)OCc2nc3sc(C)c(C)c3c(=O)[nH]2)cc1 (centres undefined)	7%	0.5	-2%	1%	-2%	-3%	-3%	i	0.6%
6	O=C(COc1ccc(S(=O)(=O)NC2CCCC2)cc1)NCC1CCCO1 (centres undefined)	-2%	-1.0	2%	-1%	1%	15%	2%	i	0.3%
7	Cc1c(C)c2ccc(OCC(=O)Nc3cccnc3)c(C)c2oc1=O	-5%	0.8	1%	2%	-3%	6%	0%	i	-1.1%
8	CC(C(=O)NCc1ccc2c(c1)OCO2)c1ccc([N+](=O)[O-])cc1 (centres undefined)	-2%	-1.2	-5%	4%	6%	3%	7%	i	0.5%
9	CC(C)(C)OC(=O)N[C@@H](Cc1ccccc1)[C@H](O)c1ccco1	1%	-1.3	3%	1%	2%	1%	0%	i	-0.5%
10	Cc1ccc(C(=O)NC(=S)NCc2ccccc2)cc1	6%	-2.5	?	1%	10%	15%	18%	i	3.7%
11	CCOc1ccccc1C1C(C(=O)Nc2ccccc2OC)=C(C)Nc2nc(CCCO)nn21 (centres undefined)	-5%	-2.9	6%	1%	0%	18%	7%	i	-1.2%
12	CCN(CC)CCCNC(=O)CC1Oc2ccc(C)cc2NC1=O (centres undefined)	4%	1.8	9%	1%	-1%	-4%	1%	i	-0.8%
13	CCCn1c(SCC(=O)Nc2cc(S(=O)(=O)N(C)C)ccc2OC)n[nH]c1=O	0%	-0.7	8%	0%	-2%	3%	-2%	i	-0.6%
14	Cc1cc(NC(=O)CCC(=O)N(CC(=O)NC2CCCC2)c2ccc(C)c(F)c2)no1	-4%	-0.1	4%	-1%	3%	-4%	6%	i	0.6%
15	C[N+](C)(C)CC=O	-10%	-0.3	3%	-2%	-1%	-3%	3%	i	0.2%
16	Cn1cccc1Cc1nnc(SCC(=O)NCc2ccc(F)cc2)n1-c1ccc(F)cc1	-15%	-1.0	-3%	-2%	7%	-10%	14%	i	-0.5%
17	O=C(c1ccc2c(c1)OCO2)C1CCCN(C(=O)c2cnn(Cc3ccccc3)c2)C1 (centres undefined)	8%	-1.7	?	1%	4%	15%	9%	i	1.4%
18	C=CCOc1ccc(/C=C2\SC(=S)N(NS(=O)(=O)c3ccccc3)C2=O)cc1	?	-1.0	-7%	2%	-9%	3%	-2%	i	2.4%
19	O=C(NCCc1ccc(OC(F)F)cc1)C1CC(=O)N(c2ccc3c(c2)OCCO3)C1 (centres undefined)	10%	1.8	-16%	2%	0%	8%	-3%	i	0.1%
20	O=C(Nc1nnc(-c2ccco2)s1)C1CCCCC1	0%	0.5	14%	-4%	-4%	?	?	·	27%
21	CC(C)CC(O)C1CCN(C(=O)CCc2nnc(-c3ccccc3)o2)CC1 (centres undefined)	1%	-0.8	5%	3%	-4%	16%	17%	i	-0.1%
22	N#Cc1ccccc1COC(=O)c1cccc(S(=O)(=O)N2CCCC2)c1	-9%	2.1	0%	1%	0%	8%	14%	i	4.4%
23	COc1ccc(S(=O)(=O)c2c(Nc3cccc(Cl)c3)sc(C(=O)c3ccccc3)c2N)cc1	·	·	-25%	·	-2%	-29%	·	·	5.9%
24	CCOC(=O)/C=C/C(=O)OCC(=O)Nc1ccc([N+](=O)[O-])cc1	-5%	-0.7	?	1%	1%	-5%	11%	i	?
25	Clc1ccc(-c2ccnc(Oc3ccc4ccccc4c3)n2)cc1	-11%	-0.6	10%	?	5%	·	2%	i	-0.5%
26	Cc1ccc(OCC(=O)Nc2cccc(S(=O)(=O)N3CCCCC3)c2)c([N+](=O)[O-])n1	4%	-2.8	-3%	-2%	16%	-21%	2%	i	1.1%
27	COc1ccc(CNCCSc2nnnn2-c2ccccc2)cc1	·	·	-3%	·	?	13%	·	·	0.8%
28	Cc1cc(Br)cn2c(Cc3ccccc3C(F)(F)F)c(-c3ccc(Cl)cc3)nc12	-12%	0.6	·	·	·	·	5%	i	-0.7%
29	CC(C)NC(=O)C1CCCN(c2ncnc3onc(-c4ccc(F)cc4)c23)C1 (centres undefined)	·	·	2%	·	1%	4%	·	·	0.1%
30	O=C(NCc1cccs1)C(=O)NCC1OCCCN1S(=O)(=O)c1cccs1 (centres undefined)	5%	-3.0	-1%	-1%	-1%	2%	9%	i	-0.6%
31	Cn1c(N)c(C(=O)COC(=O)COc2ccc3ccccc3c2)c(=O)n(C)c1=O	-28%	-2.8	0%	-1%	-2%	-8%	4%	i	0.5%
32	NC1=C(Cl)C(=O)c2ccc(S(N)(=O)=O)cc2C1=O	?	2.2	?	·	5.8µM*	3.3µM*	5%	i	-3.7%
33	CCc1ccc(CNC(=O)c2cnc3sc(N4CCOCC4)nn3c2=O)cc1	·	·	-8%	·	2%	7%	·	·	-0.2%
34	COc1cc([N+](=O)[O-])ccc1NC(=O)Nc1ccc(C(=O)N2CCCC2)cc1	3%	-4.7	18%	0%	-17%	?	1%	i	-1.0%
35	COc1ccc(S(=O)(=O)N/N=C\c2ccc3c(c2)OCO3)cc1	15%	-1.6	-14%	0%	-15%[1.84 µM]	?	-3%	i	0.3%
36	Cc1ccc(CN(C(=O)COc2ccc(Br)cc2)c2ccccn2)o1	·	·	-19%	·	15%	20%	·	·	4.6%
37	Fc1ccccc1-c1csc(=Nc2cccnc2)n1CC1CCCO1 (centres undefined)	-13%	0.6	-8%	-1%	3%	-21%	16%	i	14%
38	Cc1c(Nc2cc(Cl)c3nonc3c2[N+](=O)[O-])c(=O)n(-c2ccccc2)n1C	-9%	1.2	?	-1%	?	?	-7%	i	-3.5%
39	O=C(CN1C(=O)c2ccccc2C1=O)NCCOc1ccccc1	4%	0.7	-11%	-9%	21%	3%	2%	i	-0.3%
40	N#Cc1c(-c2ccccc2)nc(SCC(=O)NC2CCCCC2)[nH]c1=O	?	-0.3	-9%	-20%	0%	?	-5%	i	4.0%
41	CN(C(=O)C1CCCO1)c1nnc(-c2ccncc2)s1 (centres undefined)	11%	3.0	0%	1%	-5%	4%	3%	i	0.0%
42	COc1ccccc1CNC(=O)C(c1ccccc1)c1ccccc1	9%	0.2	3%	2%	1%	-4%	0%	i	0.1%
43	Cc1cccc(C2c3[nH]c4ccccc4c3CCN2C(=O)c2cn(C)c3ccccc3c2=O)n1 (centres undefined)	-5%	-4.7	?	0%	-10%	6%	-2%	i	3.5%
44	N#Cc1cc2c(nc1SCc1ccccc1)CCCC2=O	9%	0.3	-3%	-19%	1%	6%	16%	i	4.2%
45	Cc1nc(-c2ccc(Cl)cc2)sc1C1(C)CC(c2cccc(Cl)c2)=NO1 (centres undefined)	5%	-5.9	7%	-8%	-1%	?	8%	i	0.5%

Given in transposed form: entries from further up
[22] N#Cc1ccccc1COC(=O)c1cccc(S(=O)(=O)N2CCCC2)c1
[23] COc1ccc(S(=O)(=O)c2c(Nc3cccc(Cl)c3)sc(C(=O)c3ccccc3)c2N)cc1
Assay by compound	22	23
EPAC2 antag	-9%	·
CCT chaperon mod	2.1	·
TGFb SMAD3 inh	0%	-25%
MmCpn inh	1%	·
A549 tox	0%	-2%
Nrf2 inh	8%	-29%
EPAC2 ag	14%	·
Akt phos inh	i	·
Nrf2 activator	4.4%	5.9%

The listing continues.
cpd	smiles	EPAC2 antag	CCT chaperon mod	TGFb SMAD3 inh	MmCpn inh	A549 tox	Nrf2 inh	EPAC2 ag	Akt phos inh	Nrf2 activator
46	Cc1ccc(C(=O)Oc2cc(-c3ccc4c(c3)OCO4)cc(=O)c3c(C)oc(C)c23)cc1	·	·	18%	·	2%	17%	·	·	9.5%
47	CN(CC(=O)Nc1ccccc1C(F)(F)F)C(=O)CN1C(=O)C2CCCCC2C1=O (centres undefined)	20%	-3.3	-4%	0%	5%	5%	20%	i	-0.1%
48	Cc1ccc(NC(=O)CSc2nnc(-c3cccs3)n2Cc2ccco2)cc1	-2%	1.1	0%	1%	-4%	·	16%	i	-0.9%
49	CCC1CN(C(=O)N2CCC(C(=O)N(C)Cc3ccccc3)CC2)c2ccccc2O1 (centres undefined)	·	·	-18%	·	-17%	10%	·	·	0.1%
50	O=C1N/C(=C/c2cccn2-c2ccc(F)cc2)C(=O)N1Cc1ccccc1	3%	-2.3	-16%	-1%	-2%	?	7%	i	0.9%
51	CC1(OC(=O)CCc2ccccc2)C(=O)C=C2C=C(c3ccc(C#N)cc3)N(Cc3ccco3)C=C2C1=O (centres undefined)	1%	0.7	?	-3%	-11%	-3%	5%	i	1.0%
52	CCOc1ccccc1OCCC(=O)OCC(=O)c1ccc[nH]1	-15%	-4.7	-4%	-2%	-3%	-8%	3%	i	-1.0%

This is a subset. The share of hits here may be higher or lower than overall.
